# Compound activity: PubChem, Broad Institute
# PAX8 inh HTS: inhibitors of PAX8 transcriptional activity in RMG-I cells. RMG-I TPO-luciferase reporter, SteadyGlo, 24 h. 1.2% of 360,000 active. inhibition, % at 12.6 µM. AID 652154;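 active = mean replicate inhibition at least 60% with every replicate also reaching 60%; inconclusive = only one of the two criteria is met; inactive = mean below 60% and not all replicates reaching 60%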;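 note: luciferase light reporting Pax8 driven TPO promoter activity; plate controls were median of neutral control wells for no effect and mitoxantrone controls for full effect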
# EWS-Fli inh: inhibitors of EWS/Fli oncoprotein transcriptional activity | A673 NR0B1-luciferase reporter, viability-normalised | inhibition, % at 12.6 µM | 0.67% of 350,000 active;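 active = mean inhibition of at least 50% after viability correction, with every replicate also passing that limit; inconclusive = mean reaches 50% but only one of two replicates passes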;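 note: firefly luciferase signal divided by Alamar Blue viability fluorescence both relative to DMSO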
# PglD DTNB: blocks C. jejuni PglD acetyltransferase activity; 0.098% of 360,000 active; inhibition, % at 12.5 µM; AID 602405; purified PglD enzyme, DTNB colorimetric CoA detection; in the data active = inhibition above about 16%, passing the limit was not always enough; inconclusive = no clear call, values can overlap the other calls; note: strong numbers were not always called active
# ERAP1 HTS inh: blocks human ERAP1 aminopeptidase activity. Q9NZ08. recombinant ERAP1, Leu-AMC fluorescence, 60 min. inhibition, % at 10.7 µM. 0.15% of 340,000 active. AID 652197;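 active = mean replicate inhibition of at least 30%, or all replicates individually reaching that 30% level; inactive = mean below 30% and not every replicate reaching it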;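 note: 0% = neutral control wells and 100% = L-leucinethiol positive control wells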
# Target sequence (Q9NZ08 whole entry, looked up): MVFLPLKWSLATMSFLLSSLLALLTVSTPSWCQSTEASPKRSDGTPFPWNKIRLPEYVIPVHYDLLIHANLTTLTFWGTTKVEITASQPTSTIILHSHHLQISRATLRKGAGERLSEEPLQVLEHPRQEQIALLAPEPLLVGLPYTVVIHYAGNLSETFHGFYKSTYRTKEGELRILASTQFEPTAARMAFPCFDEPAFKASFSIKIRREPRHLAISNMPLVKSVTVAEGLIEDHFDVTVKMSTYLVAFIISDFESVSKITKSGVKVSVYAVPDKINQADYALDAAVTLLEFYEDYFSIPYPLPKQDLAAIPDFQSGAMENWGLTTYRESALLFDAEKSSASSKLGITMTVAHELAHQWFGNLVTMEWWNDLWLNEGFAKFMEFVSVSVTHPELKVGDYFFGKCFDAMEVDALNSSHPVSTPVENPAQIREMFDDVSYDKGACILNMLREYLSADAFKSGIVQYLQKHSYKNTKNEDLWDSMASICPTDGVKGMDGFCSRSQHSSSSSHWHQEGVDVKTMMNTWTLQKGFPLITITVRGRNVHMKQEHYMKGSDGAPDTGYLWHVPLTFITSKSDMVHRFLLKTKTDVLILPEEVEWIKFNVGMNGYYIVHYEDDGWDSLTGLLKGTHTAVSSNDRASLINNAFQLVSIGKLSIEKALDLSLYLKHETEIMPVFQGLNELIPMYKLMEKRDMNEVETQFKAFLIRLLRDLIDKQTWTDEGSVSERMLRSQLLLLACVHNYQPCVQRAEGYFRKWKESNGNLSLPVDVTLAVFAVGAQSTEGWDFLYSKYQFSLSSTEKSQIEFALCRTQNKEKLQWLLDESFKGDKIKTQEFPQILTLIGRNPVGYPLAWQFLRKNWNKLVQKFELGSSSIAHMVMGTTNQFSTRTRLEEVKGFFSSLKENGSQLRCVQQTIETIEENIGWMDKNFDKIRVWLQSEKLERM
# LGR2 inh: blocks bursicon-induced cAMP signaling via Drosophila LGR2; AID 720647; HEK293 LGR2, CRE-luciferase, bursicon-stimulated, 4 h; inhibition, % at 9.99 µM; 0.35% of 380,000 active;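 active = drop in luminescence signal, shown as inhibition above about 50% in the replicate tests, limit read from the data, passing the limit was not always enough; inconclusive = probably only some replicates passing the limit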;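 note: agonist challenge used bursicon conditioned medium at about half maximal strength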
# PGC1a acetyl inh: PGC1a acetylation modulation, inhibitor mode | U2OS PGC1a acetylation, AlphaScreen anti-acetyl-lysine; with virally co-expressed GCN5 acetyltransferase | 0.17% of 350,000 active | inhibition, % at 15.6 µM;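 active = every replicate shows inhibition of at least 40%; inconclusive = mean inhibition at least 40% but some replicate below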;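 note: 0% = neutral control wells and 100% = positive control wells; some results beyond the cut were filed as inactive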
# FN deposition inh: fibronectin deposition inhibition; 0.086% of 350,000 active; inhibition, % at 12.6 µM; AH1F fibroblasts, Alexa488-fibronectin deposition fluorescence, overnight; AID 743247;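 active = mean inhibition across replicates of 30% or more, regardless of how many single replicates reach that level; inconclusive = mean under 30% yet at least half of replicates reach 30%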;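 note: positive control wells lacked labelled fibronectin entirely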
#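 Assay system: AH1F fibroblasts assembling fluorescent fibronectin matrix; Amount: 10000 AH1F cells per well; Buffer or medium: DMEM, 2% serum; Probe or stimulus: Alexa488-fibronectin, 24 nM final in well; Doses: single compound dose, delivered by pin transfer; Incubation: 1 h adhesion, overnight exposure; Measured by: fluorescence 485/525 nm; Read-out: fibronectin deposition inhibition.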
# S100A4 MyoIIA: blocks human S100A4 binding to myosin IIA peptide; S100A4/TAMRA-MyoIIA peptide fluorescence polarization; inhibition, % at 10.7 µM; 0.14% of 360,000 active; AID 652163;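 active = mean inhibition of at least 70% across replicates, with every replicate also reaching that level; inconclusive = mean inhibition reaches 70% but some replicates fall short; inactive = mean inhibition below 70%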
# Target sequence (P26447 whole entry, looked up): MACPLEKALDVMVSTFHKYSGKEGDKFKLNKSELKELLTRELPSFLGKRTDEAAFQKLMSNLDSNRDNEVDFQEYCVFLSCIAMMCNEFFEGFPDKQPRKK
#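 Test system: S100A4 monomer protein; Medium: HEPES pH 7.2 with CaCl2, KCl, NaCl, DTT, Triton; Probe or stimulus: TAMRA-labelled myosin IIA heavy-chain peptide probe, 5 nM; Doses: one dose per compound; Times: polarization read 5 min after assay mix addition, stable 5–60 min; Benchmarks: neutral control DMSO, positive control TFP.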
# Starred values were filed as active, the others as inactive; ? = inconclusive; . = no result given; & = joins results of further samples. The order is random; overall some 2.1% were active at least once.
SMILES,PAX8 inh HTS,EWS-Fli inh,PglD DTNB,ERAP1 HTS inh,LGR2 inh,PGC1a acetyl inh,FN deposition inh,S100A4 MyoIIA
COc1ccc2oc(=O)c(C(=O)Nc3ccccc3-c3ccccc3)cc2c1,.,3,1&7,1,18,5,1,0&-10
CCCCOc1ccc(/C=C/C(=O)N(CC)CC(=O)Nc2ccc3c(c2)OCCO3)cc1OC,17,8,-4,-3,6,-4,22,-4
COC1(C)CC2C(CC1OC(=O)c1cc([N+](=O)[O-])cc([N+](=O)[O-])c1)C2(C)C (centres undefined),5,0,-1,-9,-5,.,-4,0&-11
CCCn1nnc(NC(=S)NC(=O)/C=C/c2ccco2)n1,3,7,4,3,-1,9,-7,-18
CCOC(=O)CSc1nnc(NC(=O)c2ccco2)s1,9,1,4,0,4,-6,4,2
CS(=O)(=O)c1ccc(CNC(=O)C2(C(F)(F)F)C/C(=C/CCO)CCCO2)cc1 (centres undefined),-28,-5,-17,2,-5,.,-3,-3
CCCN(CCC)S(=O)(=O)c1ccc(C(=O)NCc2ccco2)cc1,17,3,0,-4,-1,.,0,-1
C[C@@H]1CN([C@H](C)CO)C(=O)c2cc(NC(=O)CCN3CCOCC3)ccc2O[C@H]1CN(C)C(=O)Nc1ccc(C(F)(F)F)cc1,.,-7,9,0,21,9,.,-1
COc1cc(/C=N/Nc2nc(C)cc(=O)[nH]2)cc(OC)c1O,3,5,4,-2,5,-5,5,0
COc1ccc2[nH]c3c(C)c4ccncc4c(C)c3c2c1,.,59*,-9,-1,.,37,.,2
CN(C)c1ncnc2c1ncn2[C@H]1CN(Cc2ccccc2)C[C@@H](CO)O1,-19,-7,-2,14,-6,.,-4,13
COc1ccc(-c2cc(C(=O)N3CC4(C)CC3CC(C)(C)C4)no2)cc1OC (centres undefined),.,11,-2,3,3,3,.,-5
O=C(C[C@H]1CC[C@@H]2[C@H](COC[C@@H](O)CN2C(=O)Nc2cc(Cl)cc(Cl)c2)O1)N1CCCCC1,-3,-1,3,0,-13,5,-3,-5
CN1C(=O)N(CC(=O)Nc2ccc3c(c2)OCO3)C(=O)C12CCCCC2,-1,-10,-4,-2,-45,.,-1,-5
COc1ccc(C(=O)Nc2cc(C)c(NC(=O)c3ccccn3)cn2)cc1,-45,-107,-5,-3,-56,.,9,-16
O=C(O)c1cc(N/C(=N\S(=O)(=O)c2ccc(F)cc2)c2ccccc2)ccc1O,.,0,4,-4,14,1,-2,-1
CCOc1ccc(N=C2NN=C(c3cc(C)n(CC4CCCO4)c3C)CS2)cc1 (centres undefined),7,1,.,2,.,.,-7,1
Cc1cc(C2=NNC(=NC3CC3)SC2)c(C)n1Cc1ccco1,6,72*,.,-5,.,.,1,-11
O=C(COc1ccccc1)Nc1ccc(CN2CCCCC2)cc1,-21,1,-6,0,-3,-7,-9,7
C[C@H]1CN([C@@H](C)CO)C(=O)Cc2cc(NC(=O)NC3CCCCC3)ccc2O[C@H]1CN(C)Cc1ccc(-c2ccccc2)cc1,103*,10,-1,0,19,-5,.,?
Cc1nc2c(OCc3ccc(C(F)(F)F)cc3)cccn2c1N(C)C(=O)CCC1CCCC1,23,15,1,1,22,-5,-10,-1
C[C@@H]1COc2cc(N3CCN(Cc4ccccc4F)CC3)ccc2S(=O)(=O)N1,-1,5,.,.,-41,.,5,-1
CO[C@@H]1CN(C)C(=O)c2cc(NC(C)=O)ccc2OC[C@@H](C)N(C(=O)C2CCC2)C[C@H]1C,8,2,5,-2,1,.,5,11
CCC(C(=O)OC(C)C)c1ccc2ccccc2c1 (centres undefined),15,-4,-6,.,-2,10,-22,4
CCOC(=O)C(C)NC(=O)c1cn(-c2ccc(OC)cc2)c(=O)c2ccccc12 (centres undefined),11,0,1,-2,0,.,-7,-18
CC(C)CN1C(=O)/C(=C/c2cccs2)NC1=S,.,.,-1,5,-8,-2,.,5
CC(=O)N(/N=C/c1ccc(C)cc1)c1nc(CCl)cs1,-16,-14,-3,2,-4,.,0,0
CO[C@H]1CN(C)C(=O)c2cc(NC(=O)C3CCCCC3)ccc2OC[C@@H](C)N(C)C[C@H]1C,-4,-3,3,0,5,.,.,-5
C[C@@H]1CN([C@@H](C)CO)C(=O)c2cc(C3=CCCCC3)cnc2O[C@@H]1CN(C)Cc1ccc(C(=O)O)cc1,-23,-1,3,-1,-1,12,-12,13
CCC(=O)Nc1ccc2c(c1)OC[C@H](C)N(C(=O)CC1CC1)C[C@H](C)[C@H](OC)CN(C)C2=O,.,4,5,1,2,.,10,96*
N#Cc1ccc(-c2nc3ccc(Br)cn3c2Cc2cccc(F)c2)cc1,-4,-24,4,1,-12,-25,-3,-7
Cn1c(N)c(C(=O)COC(=O)/C=C/c2ccc(Cl)cc2Cl)c(=O)n(C)c1=O,-12,12,-8,5,.,11,-8,-1
Cn1c(N)c(C(=O)COC(=O)c2ccc(Cl)c(S(=O)(=O)N3CCCC3)c2)c(=O)n(C)c1=O,-23,8,2,1,6,7,-9,-3
Cc1cccc(N(C(=O)c2csnn2)C(C(=O)NCc2ccccc2)c2cccs2)c1 (centres undefined),11,.,1,0,-1,-26,-8,18
CCOC(=O)C1=C(CN2CCN(C(=O)c3ccco3)CC2)NC(=O)NC1c1ccc(Cl)cc1 (centres undefined),25,.,-5,-1,1,.,0,2
C/C=C/c1ccc([C@@H]2[C@@H](CO)N3C(=O)CN(S(=O)(=O)c4cccc(F)c4)C[C@H]23)cc1,.,39,.,-1,16,-21,.,11
CCCCc1nc2cc(C(=O)N3CCCCC3C(=O)OC)ccc2o1 (centres undefined),-170,-74,1,0,-57,3,-2,-1
CCn1cc(CNCc2cn(-c3ccccc3C)nc2-c2ccc(OC)c(F)c2)cn1,14,5,.,-1,.,.,-6,-7
O=C(c1ccc(Cl)cc1)N1CCN(c2ncccn2)CC1,2,-2,2,3,-19,-1,4,0
O=C(Nc1cccc(Cl)c1)c1ccc(F)c(S(=O)(=O)NCc2ccc3c(c2)OCO3)c1,24,.,.,.,-3,-14,6,.
O=S(=O)(c1ccc(F)cc1)N1CC[C@@H]2[C@@H](CO)Nc3ccc(-c4ccccc4F)cc3[C@@H]21,-17,0,-2,1,12,-15,12,2
Cc1ccc(C(=O)N2CCN(S(=O)(=O)c3ccccc3C#N)CC2)cc1S(=O)(=O)N1CCOCC1,-4,0,-4,-1,-11,4,3,16
CCC(C)(C)NC(=O)CN(C(=O)c1csnn1)c1ccccc1-c1ccccc1,1,0,.,4,9,4,-18,1
COc1ccccc1Cc1nnnn1CC(=O)O,.,.,0,.,0,-8,5,.
COc1ccc(-c2nc(N)ncc2-c2csc(C)n2)c(O)c1OC,18,0,-1,-7,16,14,-12,0
COCCNC(=O)CN(C)S(=O)(=O)c1ccc(Br)cc1,15,.,0,.,-5,0,-2,.
COc1ccc(CCN(C(=O)c2snc(C(N)=O)c2N)C(C(=O)NCC2CCCO2)c2ccc(F)cc2)cc1OC (centres undefined),8,4,-4,16,13,.,-3,-4
C[C@H](CO)N1C[C@H](C)[C@H](CN(C)S(=O)(=O)c2cccs2)Oc2ccc(NC(=O)Nc3cccc4ccccc34)cc2C1=O,.,6,3,2,5,11,10,1
O=C(Nc1nc(-c2ccc(-c3ccccc3)cc2)cs1)c1cnccn1,-33,-21,.,0,33,.,-1,-1
COCC(=O)Nc1ccc2c(c1)C(=O)N(C)[C@@H]1CC[C@@H](CC(=O)NCc3ccccc3Cl)O[C@@H]1CO2,0,4,3,.,1,-2,1,.
# Following part
SMILES,PAX8 inh HTS,EWS-Fli inh,PglD DTNB,ERAP1 HTS inh,LGR2 inh,PGC1a acetyl inh,FN deposition inh,S100A4 MyoIIA
CCCCC1(C)Nc2ccccc2-c2nc3ccccc3n21 (centres undefined),.,.,-2,.,-35,6,3,.
COCC(=O)N(C)C[C@@H]1Oc2ncc(/C=C/c3ccccc3)cc2C(=O)N([C@H](C)CO)C[C@H]1C,.,-11,-1,3,-30,14,3,-5
CC(C)(C)N1OC2CC1c1nc3ccccc3n1C2 (centres undefined),-16,-8,-2,-1,2,12,-6,-4
COc1ccc(C2C(C(=O)c3ccc(C)o3)=C(O)C(=O)N2Cc2ccco2)cc1OC (centres undefined),-4,.,3,5,15,.,.,0
Cc1ccc(-c2ccc3c(c2)O[C@@H](CN(C)S(C)(=O)=O)[C@H](C)CN([C@H](C)CO)S3(=O)=O)cc1,.,0,0,-1,-1,-7,9,-4
CCN1CCS/C1=C\C=C\C1=[N+](CC)CCS1,76*,53*,-4,10,24,.,-2,3
COc1ccc(NC(=O)CCN2C(=O)c3ccccc3C2=O)c(OC)c1,-1,0,6,-6,2,.,1,3
CCNc1nc(C(=O)O)nc(N2CCOCC2)n1,14,-7,.,-2,5,-9,0,0
O=C(c1ccc(S(=O)(=O)NCc2ccco2)cc1)N1CCCC1,-10,1,5,-1,-11,2,7,6
Cc1ccc(C)c(OCC(=O)N2CCN(C(=O)c3ccco3)CC2)c1,64*,4,-3,3,-3,-5,9,3
CC(=O)N1CCC(N(CCCOC(C)C)C(=O)Nc2ccc(Cl)cc2)CC1,0,0,3,4,5,5,-6,0
Fc1ccccc1NC(=S)N1CCN(Cc2ccc3c(c2)OCO3)CC1,-20,4,.,2,-13,-8,12,-8
CCn1c(SCC(=O)Nc2cccc(NC(C)=O)c2)nc2c([nH]c3ccccc32)c1=O,38,13,2,3,-16,-10,-12,-4
O=C(Nc1ccc2c(c1)OCCO2)c1cccnc1Oc1ccc(Cl)cc1,5,4,.,1,2,7,-4,-9
C[C@@H]1CN([C@H](C)CO)C(=O)c2cc(NC(=O)CCCN(C)C)ccc2O[C@@H](C)CCCCO[C@@H]1CN(C)S(=O)(=O)c1cccs1,.,2,1,2,-7,0,.,9
COc1ccc(Cl)cc1NC(=O)CCCNC(=O)c1ccc(Cl)cc1,32,-25,-2,0,-2,.,1,-3
OCCC1CN(Cc2cccc3c2OCO3)CCN1Cc1ccccc1 (centres undefined),12,7,5,-1,.,.,0,2
Cc1ccc(C(=O)NC(=S)Nc2ccc(NC(=O)c3cccs3)cc2)cc1[N+](=O)[O-],4,-1,.,18,14,.,5,-2
COc1ccccc1N1CCN(C(=O)C2CCCN(S(=O)(=O)c3ccc(C)cc3)C2)CC1 (centres undefined),6,5,-1,-1,-2,22,-12,2
CCOc1cc(OCC)cc(C(=O)N2CCC[C@@H]2C(=O)N2CCC[C@@H]2C(=O)NCc2cccc(OC)c2)c1,-21,-6,.,-5,7,.,6,1
COc1ccc(-n2nnnc2-c2cccnc2)cc1,21,.,-6,.,.,-7,2,.
CC=Cc1ccc2n(c1=O)C[C@@H]1[C@@H](CO)[C@H](C(=O)NCCN3CCCC3)N(C(=O)NC(C)C)[C@H]21 (mixture of isomers),.,-3,-2,-2,22,.,.,9
CCCC(=O)Nc1cc(Cl)ccc1C,2,-7,.,3,-7,9,-7,-3
O=C(NC[C@H]1[C@H](c2ccccc2)[C@@H](CO)N1Cc1ccccn1)C1CC1,-17,-4,0,-2,5,3,.,3
